Compound activity deposited in PubChem BioAssay by National Center for Advancing Translational Sciences (NCATS).
USP1-UAF1 inh: Inhibitors of USP1/UAF1: Primary Screen; AID 743255, 2014; 390,000 tested, 0.23% active; Potency, µM (titrated, usually from 57.1 µM), for the others: at the highest dose activity change, negative = inhibition, actives largely listed as inhibitors; recombinant USP1/UAF1, Ub-Rhodamine cleavage fluorescence; also: potency is read from the fitted curve at half-maximal effect; % is scaled to controls: 0 for no effect and ±100 for the full control effect; nearly all actives have a fitted effect of over 60% in size; inactives centre near -12
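Step one: compound is pinned into 1nM USP1/UAF1 in HEPES pH 7.8 buffer with TCEP. Step two: 15 min room-temperature incubation. Step three: Ub-Rho (150nM final) starts cleavage, tracked by fluorescence over six one-minute reads.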
TRHR PAM: qHTS for Small Molecule Agonists and Allosteric Enhancers of Human TRH Receptor: Primary Screen for Enhancers; Thyrotropin-releasing hormone receptor (Homo sapiens), P34981; 360,000 tested, 0.66% active; AID 493056, 2011; enhancement, % at 2 µM; TRHR cells, fluo-8 calcium fluorescence, EC20 TRH enhancement; in the data active = enhancement above about 30%; also: 0% is about no effect
Target sequence (P34981 whole entry, looked up): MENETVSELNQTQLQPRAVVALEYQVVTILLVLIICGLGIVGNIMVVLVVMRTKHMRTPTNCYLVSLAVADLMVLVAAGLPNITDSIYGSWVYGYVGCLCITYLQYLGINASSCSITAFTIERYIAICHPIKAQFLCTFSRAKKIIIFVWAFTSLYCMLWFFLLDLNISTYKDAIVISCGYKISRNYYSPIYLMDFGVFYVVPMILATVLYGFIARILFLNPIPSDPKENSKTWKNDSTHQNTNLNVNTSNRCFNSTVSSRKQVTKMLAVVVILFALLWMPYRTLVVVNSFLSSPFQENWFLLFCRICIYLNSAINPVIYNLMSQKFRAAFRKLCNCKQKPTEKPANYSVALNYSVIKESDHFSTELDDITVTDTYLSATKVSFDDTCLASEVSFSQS
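TRHR-expressing cells loaded with fluo-8 calcium dye were read kinetically (ex 480/em 530) during compound addition, then stimulated with an EC20 of TRH (10 nM final). Enhancement of the Gq-mediated intracellular calcium response was scored.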
D2 agonist: HTS Assay for Allosteric Agonists of the Human D2 Dopamine Receptor: Primary Screen for Agonists. D(2) dopamine receptor (Homo sapiens), P14416. HEK293 T-REx D2 cells, calcium flux agonist mode. AID 485358, 2010. 340,000 tested, 0.53% active. activation, % at 2 µM;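 active = activation over 3 SD above normal in the single-dose calcium agonist read, cut at about 30% in these data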; also: 0% is about no effect
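Agonism is scored from calcium flux in a force-coupled, inducible HEK293 cell line expressing D2, read kinetically for 180 s after compound addition against dopamine controls.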
D2 antagonist: HTS Assay for Allosteric Antagonists of the Human D2 Dopamine Receptor: Primary Screen for Antagonists | inhibition, % at 10 µM | AID 485344, 2010 | HEK293 TREx D2 cells, calcium flux, dopamine EC80 | D(2) dopamine receptor (Homo sapiens), P14416 | 340,000 tested, 2% active; in the data active = inhibition above about 30%; also: 0% is about no effect
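Inhibition of EC80 dopamine-driven calcium flux, recorded kinetically, defines activity here; cells are a tetracycline-induced HEK293 T-REx line expressing force-coupled D2.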
TrxR1 inh: qHTS Assay for Inhibitors of Mammalian Selenoprotein Thioredoxin Reductase 1 (TrxR1): qHTS; Thioredoxin reductase 1, cytoplasmic (Rattus norvegicus), O89049; Potency, µM (series often up to 114 µM), inactives show at the highest dose activity change, negative = inhibition, usual class: inhibitors; AID 588453, 2011; recombinant rTrxR1, NADPH fluorescence consumption, selenite substrate; 390,000 tested, 1% active; also: potency is read from the fitted curve at half-maximal effect; % is scaled to controls: 0 for no effect and ±100 for the full control effect; nearly all actives have a fitted effect of over 65% in size
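Rat TrxR1 (90 nM in the dispensed reagent) was pre-reduced with 400 uM NADPH for 5 min at room temperature, then incubated with compound for 15 min. After 400 uM selenite was added, NADPH fluorescence (Ex 340/Em 450 nm) was followed for 8 min.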
Pin1 inh: qHTS Assay to Find Inhibitors of Pin1; Peptidyl-prolyl cis-trans isomerase NIMA-interacting 1 (Homo sapiens), Q13526; Pin1 FP peptide displacement, HiFluor488, 10 min; Potency, µM (titrated, usually from 115 µM), for the others: at the highest dose activity, negative = inhibition, most hits filed as inhibitors; 390,000 tested, 0.009% active; AID 504891, 2011; active = well fitted inhibition curve with a large enough effect in the polarisation, with a control signal flat, not every such curve was filed as active; inconclusive = small, poorly fitted or top-dose-only effect, or effect the other way, or a change in a side signal; inactive = no such curve, though single readings can be large or run the other way; the % refers to the polarisation; also: potency is read from the fitted curve at half-maximal effect; % is scaled to controls: 0 for no effect and ±100 for the full control effect
Target sequence (Q13526 whole entry, looked up): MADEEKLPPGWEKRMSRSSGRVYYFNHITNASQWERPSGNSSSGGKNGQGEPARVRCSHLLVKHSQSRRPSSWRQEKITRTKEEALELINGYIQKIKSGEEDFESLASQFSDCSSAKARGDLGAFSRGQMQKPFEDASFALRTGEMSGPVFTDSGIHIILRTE
TRHR ag: qHTS for Small Molecule Agonists and Allosteric Enhancers of Human TRH Receptor: Primary Screen for Agonists | Thyrotropin-releasing hormone receptor (Homo sapiens), P34981 | TRHR cells, calcium flux fluo-8, FDSS agonist mode | activation, % at 2 µM | 360,000 tested, 0.18% active | AID 493084, 2011; in the data active = activation above about 30%; also: 0% is about no effect
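Read-out: compound-evoked intracellular calcium rise in TRHR cells, fluo-8 dye, kinetic FDSS fluorescence at 1 s/cycle following a 10-cycle baseline. Cells cultured overnight before dye loading (30 min–1.5 h, RT).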
TrxR1 substrate: qHTS Assay for Substrates of Mammalian Selenoprotein Thioredoxin Reductase 1 (TrxR1): qHTS | Thioredoxin reductase 1, cytoplasmic (Rattus norvegicus), O89049 | purified TrxR1 substrate turnover, NADPH consumption readout | Potency, µM (series often up to 114 µM), for inactives: at the top dose activity change, negative = substrate turnover | 390,000 tested, 0.01% active; also: potency is read from the fitted curve at half-maximal effect; % is scaled to controls: 0 for no effect and ±100 for the full control effect; nearly all actives have a fitted effect of over 50% in size
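Rat TrxR1, dispensed at 90 nM, was prereduced with 400 uM NADPH (final) for 5 min at ~22 deg C, then incubated with compound 15 min before 400 uM selenite. A first-read NADPH fluorescence drop versus no-compound background flagged substrates.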
mIDH1 inhibitor: qHTS for Inhibitors of mutant isocitrate dehydrogenase 1 (IDH1): qHTS; Isocitrate dehydrogenase [NADP] cytoplasmic (Homo sapiens), O75874; IDH1-R132H enzyme, NADPH consumption, diaphorase/resazurin fluorescence; Potency, µM (series often up to 76.6 µM), for the others: top-dose activity change, negative = inhibition, hits mostly inhibitors; 390,000 tested, 0.093% active; also: potency is read from the fitted curve at half-maximal effect; % is scaled to controls: 0 for no effect and ±100 for the full control effect; nearly all actives have a fitted effect of over 65% in size
Target sequence (O75874 whole entry R132H, stated change not applied): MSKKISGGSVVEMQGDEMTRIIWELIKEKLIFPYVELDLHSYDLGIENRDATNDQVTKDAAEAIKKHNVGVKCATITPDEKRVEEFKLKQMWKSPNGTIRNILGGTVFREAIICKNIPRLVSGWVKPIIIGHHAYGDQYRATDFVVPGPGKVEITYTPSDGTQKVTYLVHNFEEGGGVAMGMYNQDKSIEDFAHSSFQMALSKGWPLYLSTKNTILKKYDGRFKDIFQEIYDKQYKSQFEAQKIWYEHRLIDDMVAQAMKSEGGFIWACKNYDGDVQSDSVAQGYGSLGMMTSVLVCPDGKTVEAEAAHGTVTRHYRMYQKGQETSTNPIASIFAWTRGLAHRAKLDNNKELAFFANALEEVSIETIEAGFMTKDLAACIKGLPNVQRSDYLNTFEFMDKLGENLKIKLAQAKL
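IDH1-R132H (0.5 ug/mL dispensed) in pH 7.5 Tris buffer was preincubated 30 min with compound, then given a substrate mix of 0.016 mM NADPH and 2 mM alpha-KG for 80 min at room temperature; remaining NADPH was read by diaphorase/resazurin fluorescence.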
* marks the source's active call; other numbers are inactive results; ? = inconclusive; · = no result given; [ ] = remark or other dose. Unless noted, calls follow the shape of the dose curve; as a rule, active = well fitted inhibition curve with a large enough effect; inconclusive = small, poorly fitted or top-dose-only effect; inactive = no such curve, though single readings can be large or run the other way.

molecule	TrxR1 substrate	mIDH1 inhibitor	USP1-UAF1 inh	TrxR1 inh	Pin1 inh	D2 antagonist	D2 agonist	TRHR PAM	TRHR ag
Cc1cc(C(=O)CC#N)c(C)n1-c1ccc(OC(F)F)cc1	-9.1%	1.0%	13.3%	-4.8%	11.4%	-12.5	0.4	7.2	-0.1
O=C(NNC(=O)C1CC1c1ccccc1)Nc1cccc(Cl)c1 (stereo not given)	-1.2%[57.1 µM]	-7.9%	-4.3%	-12.8%[57.1 µM]	0.6%	-8.5	1.5	-1.2	0.1
O=C(O)c1ccc(NC(=S)NC(=O)c2cncc(Br)c2)cc1	-0.6%	-10.7%	-3.3%	-12.8%	-0.5%	11.2	0.6	34.0*	0.6
CCOc1ccc(-c2nnc(-c3cccs3)o2)cc1	101.3%[activator]	5.4%	-5.2%	70.6%[activator]	5.9%	3.5	0.2	4.4	-0.3
COc1ccc(NC(=O)Cn2cnc3ccc(S(=O)(=O)N4CCC(C)CC4)cc3c2=O)cc1OC	1.1%	-14.9%	-5.4%	37.9%[activator]	-2.0%	·	-1.2	-2.5	3.1
Cc1nn(CCOc2cccc(Cl)c2)c(C)c1[N+](=O)[O-]	-6.7%	-1.5%	-16.7%	14.4%	-2.2%	3.5	0.8	-8.2	1.3
CC(=O)c1ccc(OCC(O)CN2CCCC(C)C2)cc1 (stereo not given)	-7.1%[57.1 µM]	9.9%	-13.0%	14.7%[57.1 µM]	-2.2%	-2.4	0.2	5.2	0.4
O=C(Cn1nc(C(=O)O)c2ccccc2c1=O)Nc1cccc(S(=O)(=O)N2CCCCC2)c1	-3.8%	-9.7%	3.3%	12.2%	-6.4%	·	·	·	·
C=CCn1c(-c2cccc(S(=O)(=O)N(CC)CC)c2)n[nH]c1=S	-1.8%	-6.8%	-13.5%	-14.4%	1.8%	7.1	3.6	2.2	1.6
O=C(c1ccc(CNc2c(N3CCOCC3)c(=O)c2=O)cc1)N1CC=C(c2ccccc2)CC1	-6.3%	-1.5%	-6.1%	5.7%	1.8%	11.4	-1.2	16.6	0.2
CC1CCN(C(=O)Cn2nnc(-c3cccs3)n2)CC1	4.9%	1.6%	-22.6%	28.2%	-4.6%	-4.4	0.2	3.2	0.1
O=C(CSc1ncnc2sc3c(c12)CCC3)Nc1ccccc1C(=O)O	-0.2%	-2.3%	-6.8%	1.6%	-1.2%	19.7	0.7	1.4	0.2
O=C(O)C12C[C@H]3C[C@@H](C1)CC(n1ncc(N4CCN(c5ccccc5)CC4)c(Cl)c1=O)(C3)C2	-14.9%	0.2%	-4.8%	-16.6%	-8.0%	2.9	-0.1	10.8	-0.3
O=C(NNC(=O)c1cccnc1)Nc1ccccc1	-4.7%	-3.4%	5.1%	7.7%	-5.4%	2.2	-0.5	-2.7	0.0
Cc1ccc(OCCOCCN2CCCC2)c(Br)c1	-9.3%	-4.6%	-3.3%	-7.1%	1.3%	-16.9	0.0	0.0	0.1
COCc1nnc(NC(=O)c2cc(Cl)ccc2OC)s1	1.3%	8.8%	-23.2%	6.6%	16.6%	12.4	-1.3	1.2	-2.1
CC(=O)CSc1nsc(SCC(C)=O)c1C#N	-7.3%	-2.9%	-2.5%	70.8µM*	14.4%	20.7	0.2	7.3	0.1
COc1ccc(C(c2c(NC(=O)c3ccco3)sc(C)c2C)N2CCOCC2)cc1OC (stereo not given)	0.7%	-11.8%	-26.8%	-15.4%	5.5%	·	·	-3.9	0.0
Cn1c(COc2ccc(Cl)cc2Cl)nnc1SCC(=O)NCC1CCCO1 (stereo not given)	8.9%[57.1 µM]	3.0%	-11.9%	13.9%[57.1 µM]	0.9%	·	·	1.1	-0.4
CCOC(=O)c1c(NC(=O)C2c3ccccc3Oc3ccccc32)sc(C)c1C	6.8%	2.2%	-21.8%	9.6%	24.0%	·	-0.5	0.5	0.9
O=C(COC(=O)c1cc(F)cc(F)c1)NCCCc1ccccc1	-0.5%	-1.4%	-8.6%	28.3%	-0.7%	-1.2	-1.5	0.3	-1.8
COc1ccc(C(=O)Nc2ccccc2C(=O)N2CCCCCC2)cc1	1.3%	28.1%	-9.9%	10.0%	-10.2%	20.0	-0.1	19.8	0.1
CC(=O)Oc1ccc2c(c1)Oc1cc(OC(C)=O)ccc1C21OC(=O)c2ccccc21	-5.8%	-7.6%	·	0.8%	?	83.5*	165.4*	-19.5	105.6*
C/C(=N\NC(=O)C1COc2ccccc2O1)c1ccc(Cl)s1 (stereo not given)	8.9%[57.1 µM]	-3.8%	-21.0%	20.2%[57.1 µM]	-1.2%	15.1	-1.8	-4.3	1.2
CCc1ccc(C(=O)CN2C(=O)NC3(CCCCCC3)C2=O)cc1	-7.6%	4.8%	-20.1%	-5.1%	-9.5%	-3.5	-0.1	0.7	-0.3
CC(OC(=O)Cc1coc2ccc3ccccc3c12)C(=O)NC(N)=O (stereo not given)	5.6%[57.1 µM]	0.8%	-14.4%	21.9%[57.1 µM]	1.9%	21.6	-0.5	-1.1	-0.9
COc1cccc(OCC(Cn2cnc3ccccc32)OC(C)=O)c1 (stereo not given)	-0.5%	-1.0%	-18.5%	7.6%	10.7%	-4.3	0.1	1.4	-0.1
O=C(NC1CCCC1)C(c1ccncc1)N(C(=O)Cc1cccs1)c1ccc(F)cc1 (stereo not given)	-10.3%[57.1 µM]	-0.7%	-16.8%	3.3%[57.1 µM]	-3.8%	29.6	0.6	-2.5	-0.1
CCSc1nc(-c2ccccc2)c2cc(Cl)ccc2n1	-4.6%	1.4%	-22.0%	-6.7%	-7.5%	-1.2	-0.2	-1.0	-0.3
O=C(O)c1ccc(Cl)c(NC(=O)C2CCCN2S(=O)(=O)c2cccc3nsnc23)c1 (stereo not given)	-3.6%	0.9%	3.8%	4.3%	-1.7%	-4.0	1.0	-6.6	0.2
COC(=O)COc1ccc(S(=O)(=O)Nc2ccc(NC(C)=O)cc2)cc1C	-11.1%	-1.1%	0.3%	-10.0%	2.5%	1.0	0.7	-3.6	0.4
COc1ccccc1/C=C1/C(=O)N(c2cc(C)cc(C)c2)C(c2cccc([N+](=O)[O-])c2)S1(=O)=O (stereo not given)	2.2%[57.1 µM]	0.5%	-7.5%	-1.5%[57.1 µM]	-5.3%	-14.4	-0.6	8.7	-0.4
CCC1(C)OC(=O)N(CCCn2ccnc2C)C1(C)O (stereo not given)	13.3%[57.1 µM]	1.5%	-20.0%	12.2%[57.1 µM]	-5.8%	5.0	-0.7	18.0	0.4
Cc1cc(-c2onc(C)c2C(=O)N/N=C/c2ccccc2)no1	6.2%	6.3%	-21.6%	26.9%	2.4%	13.2	0.1	-2.1	-0.7
Cc1c(C(=O)NCc2c(F)cc(F)cc2F)oc2ccc(S(=O)(=O)N3CCOCC3)cc12	5.4%[57.1 µM]	1.6%	?	21.1%[57.1 µM]	32.2%[activator]	-0.3	-2.8	-1.6	0.6
Cc1nc(NC(=O)c2ccccc2)sc1-c1csc(NCc2ccco2)n1	-3.3%[57.1 µM]	-6.6%	-6.5%	-1.9%	36.3%[activator]	·	·	6.4	0.2
Cc1oc(C(=O)O)cc1COc1ccc2c3c(c(=O)oc2c1C)CCCC3	·	·	·	·	·	5.4	-1.6	15.6	0.1
O=[N+]([O-])c1cccc(CN2CCN(S(=O)(=O)Cc3ccccc3)CC2)c1	-2.6%	10.8%	-18.9%	3.0%	0.9%	-4.3	0.7	-3.7	1.9
O=C(COC(=O)c1ccc([N+](=O)[O-])s1)Nc1ccc(Cl)cn1	-2.2%	-0.7%	-20.1%	-15.6%	1.0%	-4.5	0.6	-0.4	0.6
CCn1c(SCC(=O)NC2CCCCC2)nnc1-c1cccnc1	0.5%	8.3%	-4.0%	-5.1%	0.8%	0.5	1.9	3.1	0.3
O=C(NCCc1ccccc1)C(=O)NCC1OCCN1S(=O)(=O)c1ccc([N+](=O)[O-])cc1 (stereo not given)	5.8%[57.1 µM]	-2.1%	?	9.8%[57.1 µM]	6.1%	·	·	-3.4	-0.2
O=C(CSc1ccc(F)cc1)N1CCOCC1	4.6%	9.5%	-20.3%	23.3%	1.3%	28.0	0.9	-6.8	0.0
O=C1CC(=O)CC(c2ccccc2Cl)C1	8.9%	5.1%	-10.2%	-11.7%	-9.8%	-12.9	-0.2	-5.2	0.6
CCOC(=O)c1cccc(NC(=O)N2CC(CC)Oc3ccccc32)c1 (stereo not given)	1.7%	-3.9%	-23.8%	9.7%	-0.4%	·	-0.4	3.5	0.1
COc1ccc(NC(=O)CN(C)C2CCCCC2)c([N+](=O)[O-])c1	-10.1%	-1.8%	-24.1%	-0.2%	-8.2%	12.2	0.7	2.3	0.0

Some of the compounds tested; the hit share may differ from the screen's.
